From PubChem
SIAH1 antagonists – Siah-1 peptide-binding antagonists, primary screen, biochemical, fluorescence polarization, rhodamine-plectin, uHTS (AID 1817). Siah-1 / rhodamine-plectin peptide fluorescence polarization; higher % means a stronger effect. displacement, % at 20 µM, or IC50 in µM where a hit was titrated. E3 ubiquitin-protein ligase SIAH1 (Homo sapiens). 0.02% of 290,000 active;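 active = displacement of at least 50% at 20 µM, with a fluorescence ratio check between 0.3 and a set limit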;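 note: plate controls were Siah plus tracer with DMSO for no effect and tracer alone without Siah for full effect; strong numbers were not always called active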
PhoP inhibition – inhibitors of PhoP regulon expression, primary screen, Salmonella Typhimurium, GFP reporter (AID 1863); 0.16% of 300,000 active; S. Typhimurium PhoP-regulated promoter GFP reporter, 4 h; higher % means a stronger effect; one-dose inhibition, % at 50 µM; IC50 in µM for titrated hits;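 active = inhibition over 29.93%, a cutoff 3 SD above the screen mean, later confirmed by dose response; inconclusive = inhibition over 29.93% but no dose response follow-up; inactive = inhibition at most 29.93% or unconfirmed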;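 note: 0% = low Mg2+ inducing control and 100% = high Mg2+ repressing control; strong numbers were not always called active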
human PMI inhibitors – human PMI inhibitors, high substrate, primary screen, biochemical, fluorescence intensity, high mannose 6-phosphate (AID 1220). Mannose-6-phosphate isomerase (Homo sapiens). recombinant PMI enzyme, coupled fluorescence intensity; higher % means a stronger effect. inhibition, % at 20 µM, or IC50 in µM where a hit was titrated. 0.66% of 190,000 active
XIAP antagonists – XIAP antagonists, biochemical, IAP family, fluorescence polarization (AID 1018); E3 ubiquitin-protein ligase XIAP (Homo sapiens); XIAP BIR domain, fluorescence polarization peptide displacement; higher % means a stronger effect; displacement, % at 20 µM; hits with a dose series show IC50 in µM; 0.007% of 200,000 active; in the data active = displacement above about 50%; note: a part of the inactive calls stands beside numbers as strong as those of hits
TNAP activation fold – human TNAP enzyme activators, primary screen, biochemical, luminescent, no phosphate acceptor, uHTS (AID 1001) | purified TNAP, luminescent activation assay, no phosphate acceptor; higher activation fold means a stronger effect | activation fold at 20 µM; hits with a dose series show EC50 in µM | 0.03% of 200,000 active; in the data active = activation fold from about 3, or a potency from the dose series; inactive = the rest, 99 in 100 with activation fold below about 1.6; note: many of its hits are not listed in these tables
human PMI inhibition – inhibitors of human PMI, primary screen, biochemical, fluorescence intensity, coupled assay (AID 1209) | Mannose-6-phosphate isomerase (Homo sapiens) | purified PMI enzyme, coupled fluorescence intensity; higher % means a stronger effect | inhibition, % at 20 µM, or IC50 in µM where a hit was titrated | 0.42% of 190,000 active;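 note: plate controls were DMSO vehicle for no effect and wells lacking substrate for full effect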
Myeloid diff MLP – induction of myeloid progenitor differentiation, primary screen, cell-based, flow cytometry, MLPCN library; ER-HoxA9 myeloid progenitors, lysozyme-GFP differentiation; calls only at 10 µM; 1% of 360,000 active; AID 624256, 2012;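 active = normalized GFP-positive differentiation at or above the plate's own cutoff, the solvent-only control mean plus 3 SD; inconclusive = no clear call, values can overlap the other calls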;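 note: cells exposed to compound for four days before flow analysis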
WT yeast gro inh – growth inhibition of WT strain, primary screen, mitochondrial fusion inhibitor project, WT and mutant strains, chemical genetic. mitochondrial fusion phenotypic screen. inhibition, % at 10 µM. 2.1% of 190,000 active; in the data active = inhibition above about 58%; tested in S. cerevisiae
RSV CPE inhibition – RSV antiviral activity via CPE protection, HEp-2 cells, primary 10 µM value included (AID 2391). CPE inhibition, % at 10 µM; hits with a dose series show IC50 in µM. HEp-2 cells, RSV-induced CPE inhibition; higher % means a stronger effect. 0.13% of 310,000 active; in the data active = a potency from the dose series; inconclusive = CPE inhibition mostly from about 23% at the one dose, without a potency; inactive = the rest, 99 in 100 with CPE inhibition below about 21%; note: strong numbers were not always called active
WT yeast gro inh mutant strain – also measured in WT yeast gro inh; calls as there; inhibition, %; mitochondrial fusion phenotypic screen, mutant strain inhibition
Myeloid diff MLP GFP+ MAC1+ % – recorded beside Myeloid diff MLP, whose call it bears; GFP+ MAC1+ double positive, %; measured here: differentiation confirmed by MAC1 staining
The depositor's hits bear a star; i = inactive; ? = inconclusive; nt = no result given; + = active, no number. Cut-off read from the data, not from the text of the source, unless noted: active = inhibition above about 50%; inactive = the rest.

Sample of the layout:
1	CC(=O)N1CCN(CC(=O)Nc2cc([N+](=O)[O-])ccc2Cl)CC1
2	CC(NC(=O)Nc1ccccc1C(F)(F)F)C1CCCO1 (stereo not given)
3	CC(C)n1nc(C(=O)Oc2cc(Cl)ccc2Cl)c2ccccc2c1=O
4	Cc1cc(-c2cc(C(=O)NCc3ccccc3)on2)nc(S(C)(=O)=O)n1
5	Cc1c(C)c2ccc(OCC(=O)NC3CCN(Cc4ccccc4)CC3)c(C)c2oc1=O

Assay by compound	1	2	3	4	5
SIAH1 antagonists	-4%	-5%	-7%	-2%	11%
PhoP inhibition	-4%	-7%	7%	1%	-8%
human PMI inhibitors	-7%	13%	1%	nt	nt
XIAP antagonists	-1.5%	-3.1%	-0.9%	nt	nt
TNAP activation fold	1.1	1.1	1.1	nt	nt
human PMI inhibition	-33%	9%	14%	nt	nt
Myeloid diff MLP	i	i	i	i	i
Myeloid diff MLP GFP+ MAC1+ %	0.2	7.4	0.5	0.3	1.0
WT yeast gro inh	9	-2	3	nt	nt
WT yeast gro inh mutant strain	16	9	4	nt	nt
RSV CPE inhibition	3.1%	-0.9%	0.7%	2.5%	-0.5%

The whole of this part, from the first entry:
1	CC(=O)N1CCN(CC(=O)Nc2cc([N+](=O)[O-])ccc2Cl)CC1
2	CC(NC(=O)Nc1ccccc1C(F)(F)F)C1CCCO1 (stereo not given)
3	CC(C)n1nc(C(=O)Oc2cc(Cl)ccc2Cl)c2ccccc2c1=O
4	Cc1cc(-c2cc(C(=O)NCc3ccccc3)on2)nc(S(C)(=O)=O)n1
5	Cc1c(C)c2ccc(OCC(=O)NC3CCN(Cc4ccccc4)CC3)c(C)c2oc1=O
6	Cc1cccc(C2Nc3ccccc3C(=O)N2c2ccc(F)cc2)n1 (stereo not given)
7	COc1ccc([N+](=O)[O-])cc1N(CC(O)CN1CCCCC1)S(=O)(=O)c1ccccc1 (stereo not given)
8	CC(C)C(NS(=O)(=O)c1cccs1)C(=O)NCc1ccccc1Cl (stereo not given)

Assay by compound	1	2	3	4	5	6	7	8
SIAH1 antagonists	-4%	-5%	-7%	-2%	11%	6%	-3%	-7%
PhoP inhibition	-4%	-7%	7%	1%	-8%	6%	0%	10%
human PMI inhibitors	-7%	13%	1%	nt	nt	0%	13%	1%
XIAP antagonists	-1.5%	-3.1%	-0.9%	nt	nt	-3.2%	-5.3%	-3.8%
TNAP activation fold	1.1	1.1	1.1	nt	nt	1.1	1	1.1
human PMI inhibition	-33%	9%	14%	nt	nt	0%	20%	5%
Myeloid diff MLP	i	i	i	i	i	i	i	i
Myeloid diff MLP GFP+ MAC1+ %	0.2	7.4	0.5	0.3	1.0	1.1	0.8	0.3
WT yeast gro inh	9	-2	3	nt	nt	-15	-4	-7
WT yeast gro inh mutant strain	16	9	4	nt	nt	6	-1	-5
RSV CPE inhibition	3.1%	-0.9%	0.7%	2.5%	-0.5%	1.3%	-0.5%	-1.7%

9	CC(c1ccc(F)cc1)n1cc(C(=O)NCCN(C)C)nn1 (stereo not given)
10	CCN1C(=O)C(Cc2nc3ccccc3c(=O)n2C)c2ccccc21 (stereo not given)
11	O=C(COC(=O)C1CCN(C(=O)Nc2ccccc2)CC1)NCC(F)(F)F
12	Cn1c(=O)c(C(=O)COc2ccc(F)cc2Cl)c(N)n(Cc2ccccc2)c1=O
13	CCOc1c(O)ccc(/C=C2\SC(=S)NC2=O)c1[N+](=O)[O-]
14	CC(=O)Nc1cccc(-c2nc3ccccc3o2)c1
15	CC12CC(c3ccccc3O1)N(C(=O)c1ccco1)C(=O)N2c1ccccc1 (stereo not given)
16	CN(C)S(=O)(=O)c1cccc(NC(=O)c2cc(-c3cccs3)nn2-c2ccccc2)c1

Assay by compound	9	10	11	12	13	14	15	16
SIAH1 antagonists	2%	8%	-1%	10%	14%	0%	6%	-3%
PhoP inhibition	0%	-6%	-5%	0%	3%	-5%	-4%	3%
human PMI inhibitors	2%	1%	5%	21%	nt	nt	11%	2%
XIAP antagonists	-2.8%	-1.8%	-5.1%	-4.6%	-6.3%	nt	1.6%	-0.5%
TNAP activation fold	1	1.1	1	1.1	0.6	nt	1.1	1.1
human PMI inhibition	5%	-10%	4%	20%	56%*	nt	16%	3%
Myeloid diff MLP	i	i	i	i	i	i	i	i
Myeloid diff MLP GFP+ MAC1+ %	0.0	0.4	0.1	0.4	0.1	0.6	0.6	0.5
WT yeast gro inh	-8	-3	-12	-2	-13	nt	0	7
WT yeast gro inh mutant strain	4	11	8	-6	-10	nt	12	10
RSV CPE inhibition	-1.7%	3.2%	0.0%	1.1%	16%	2.9%	0.7%	2.6%

17	COc1ccc(NC(=O)c2cccnc2)c(OC)c1
18	COc1cc(C2C(C(=O)c3ccc(C)o3)=C(O)C(=O)N2c2cc(C)on2)cc(Br)c1O (stereo not given)
19	COc1cc(OC)cc(C(=O)Nc2ccc(NC(=O)c3ccco3)c(Cl)c2)c1
20	Cc1ccc(-c2nc3cc(C)ccc3o2)cc1
21	C=CCOC(=O)C1=C[C@@H](c2ccccc2)[C@H](CCCO)[C@@H](OCC)O1
22	COc1ccc(NC(=O)N2CCCC2C(=O)Nc2ccc(C)cc2C)cc1 (stereo not given)
23	COc1ccc(C2/C=C\CN(C(=O)C3CCCC3)CC(=O)N2Cc2ccc(F)cc2)cc1 (stereo not given)
24	S=c1[nH]nc(-c2ccco2)n1/N=C/c1ccc(Br)s1

Assay by compound	17	18	19	20	21	22	23	24
SIAH1 antagonists	-2%	4%	22%	0%	0%	13%	-1%	-2%
PhoP inhibition	-2%	-11%	-3%	-1%	1%	8%	8%	-12%
human PMI inhibitors	5%	8%	-8%	8%	18%	nt	nt	3%
XIAP antagonists	-1.8%	-6.3%	-4.8%	-4.0%	-5.8%	nt	nt	-4.0%
TNAP activation fold	1.1	1.1	1.1	1	1.1	nt	nt	0.4
human PMI inhibition	1%	9%	-11%	14%	16%	nt	nt	6%
Myeloid diff MLP	+	i	i	i	i	i	i	i
Myeloid diff MLP GFP+ MAC1+ %	27*	0.7	0.5	0.6	2.7	0.9	3.2	1.4
WT yeast gro inh	3	6	15	-3	8	nt	nt	45
WT yeast gro inh mutant strain	17	7	4	6	-3	nt	nt	56
RSV CPE inhibition	-1.4%	-1.4%	-0.7%	5.6%	-1.9%	1.4%	1.6%	0.9%

Single entries from the results shown:
RSV CPE inhibition, cpd 23 reads 1.6%
PhoP inhibition, cpd 21 reads 1%

New compounds follow:
25	COC(=O)/C=C1\S/C(=N/NC(=O)c2ccccc2)NC1=O
26	Cc1c(Cl)c([N+](=O)[O-])nn1CCCC(=O)Nc1sc2c(c1C(N)=O)CCC(C)C2 (stereo not given)
27	COc1ccc(-n2c(=O)[nH]c3cc(C(=O)NCCc4ccc(Cl)cc4)ccc3c2=O)cc1OC
28	O=C(Nc1ccn(Cc2ccc(Cl)cc2)n1)c1ccc2c(c1)OCO2
29	O=C1C2C3c4ccccc4C(c4ccccc43)C2C(=O)N1c1cccnc1 (stereo not given)
30	CCOC(=O)CN(C(=O)CNC(=O)c1cccs1)C(C(=O)NC1CCCC1)c1cccnc1 (stereo not given)
31	CCCc1c(C)[nH]c2nc3ccccc3n2c1=O
32	COc1ccc(C(=O)N2CCCN(C)CC2)c(OC)c1
33	COc1ccccc1C1c2[nH]c3ccccc3c2C[C@H]2C(=O)N(C3CCN(Cc4ccccc4)CC3)CC(=O)N12 (stereo not given in full)
34	CCn1cc(C2=NCC(C)O2)c2ccccc21 (stereo not given)
35	Cc1oc(-c2ccccc2Cl)nc1CN1CCCCC1c1cccnc1 (stereo not given)

Assay by compound	25	26	27	28	29	30	31	32	33	34	35
SIAH1 antagonists	2%	12%	6%	1%	5%	-1%	-1%	4%	-5%	2%	-3%
PhoP inhibition	-4%	5%	6%	-1%	1%	1%	5%	-1%	3%	16%	-6%
human PMI inhibitors	32%	-2%	0%	7%	-7%	0%	nt	nt	nt	10%	5%
XIAP antagonists	-12%	-5.8%	-5.1%	-4.7%	-7.9%	-2.7%	nt	nt	nt	-5.7%	-9.5%
TNAP activation fold	1.6	1.2	1	1	1	1	nt	nt	nt	1.1	1
human PMI inhibition	30%	4%	-5%	14%	1%	-2%	nt	nt	nt	16%	8%
Myeloid diff MLP	i	i	i	i	i	i	i	i	i	i	i
Myeloid diff MLP GFP+ MAC1+ %	0.7	0.7	0.1	0.8	0.1	0.8	0.1	0.6	0.1	8.2	0.9
WT yeast gro inh	4	5	9	-13	1	-9	nt	nt	nt	10	-4
WT yeast gro inh mutant strain	-29	-1	-7	-2	-7	-7	nt	nt	nt	19	-6
RSV CPE inhibition	1.7%	1.8%	5.7%	1.1%	0.3%	0.8%	3.7%	1.7%	?	17%	0.6%
